# Screens (PubChem BioAssay)
# Exocytosis inh = LAMP-1 surface exposure blockers, TALL-104 cells – cell-based, flow cytometry, MLPCN library, primary screen | 360,000 tested, 0.66% active | inhibition, % at 10 µM | TALL-104 LAMP-1 surface exposure; cells stimulated with thapsigargin and PMA;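 active = inhibition above about 55%, limit read from the data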
# CaV13 ICDI inh = Primary screen for inhibitors of IQ motif and Ca2+-dependent inactivation inhibitor domain binding in CACNA1D, Förster resonance energy transfer in living cells, …; HEK cells, CFP/YFP FRET ICDI-IQ, plate reader, 10 min; percent FRET-ratio fall versus neutral wells; inhibition, % at 12.3 µM; 340,000 tested, 0.098% active; AID 743397;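 active = mean replicate inhibition of at least 30% and at least 1% of replicates passing that level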;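 also: 0% = median of the neutral control wells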
# Vif inh = HIV Vif self-association inhibitors, primary screen, imaging, HEK293T, single point. HEK293T cells, Vif self-association by quenched fluorescence, 24 h. inhibition, % at 7.49 µM. 340,000 tested, 0.35% active. AID 602346, 2012; in the data active = inhibition above about 50%, passing the limit was not always enough; also: some results filed as inactive read as strong as hits
# Peg3 promoter = Peg3 promoter-driven luciferase inhibitors, primary screen, cell-based, HeLa, luciferase luminescence | HeLa PEG-Prom luciferase reporter, overnight | inhibition, % at 20 µM | 360,000 tested, 1.7% active;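 active = inhibition of at least 50% at 20 µM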
# HIF-2a block = HIF-2a reporter inhibitors, primary screen, luminescence, 786-0 RCC cells | 786-0 RCC cells HIF-2a reporter, luciferase luminescence, overnight | inhibition, % at 18.8 µM | 360,000 tested, 0.72% active;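 active = inhibition of the luminescence signal of 40% or more relative to plate controls, in a single-dose primary screen at 18.75 µM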
# aDG glyco act = activators of alpha-DG glycosylation, primary screen, uHTS, Pro5-aDG cells, AlphaScreen; alpha-DG glycosylation AlphaScreen (IIH6); 0% Pro5, 100% B10-LARGE cell signal; activation, % at 10 µM; 360,000 tested, 0.22% active; AID 624168, 2012;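 active = activation of at least 8% versus controls, or a plate z-score of at least 8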;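 also: Pro5 are CHO cells carrying HIG-tagged alpha-DG that lacks glycosylation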
# NR2E3 ag-1 = inhibitors of NR2E3-RetCOR corepressor binding, primary screen, NR2E3 agonist project, biochemical, TR-FRET, GST-NR2E3, biotin-RetCOR; inhibition of corepressor binding, % at 4.78 µM; 320,000 tested, 0.12% active; 1536-well; Photoreceptor-specific nuclear receptor (Homo sapiens), Q9Y5X4; AID 2300, 2010;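 active = percent inhibition above the cutoff of mean plus 3 SD of all tested compounds, set per screening campaign, cut at about 20% in these data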;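 also: 0% = DMSO wells and 100% = biotin wells as full block of FRET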
# Target sequence (Q9Y5X4 whole entry, looked up): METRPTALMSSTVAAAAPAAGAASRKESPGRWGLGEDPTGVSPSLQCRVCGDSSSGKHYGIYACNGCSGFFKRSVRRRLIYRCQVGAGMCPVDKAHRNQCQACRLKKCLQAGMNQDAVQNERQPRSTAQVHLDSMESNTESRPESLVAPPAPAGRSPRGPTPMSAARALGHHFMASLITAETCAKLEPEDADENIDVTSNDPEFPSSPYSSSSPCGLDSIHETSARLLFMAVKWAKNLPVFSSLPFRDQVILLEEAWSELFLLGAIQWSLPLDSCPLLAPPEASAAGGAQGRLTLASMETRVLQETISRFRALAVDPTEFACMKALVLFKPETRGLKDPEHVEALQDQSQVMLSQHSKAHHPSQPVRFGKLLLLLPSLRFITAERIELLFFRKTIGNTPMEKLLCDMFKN
#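 system = GST-tagged NR2E3 plus biotinylated RetCOR corepressor | input = 1.35 nM GST-NR2E3 | also added = 7 nM biotin-RetCOR | schedule = 5 h incubation at 4 °C | measured by = TR-FRET with europium anti-GST and streptavidin-D2, 340 nm excitation | read-out = percent loss of FRET ratio relative to control wells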
# NR2E3 ag-2 = NR2E3 agonists in two-hybrid cells, primary screen, cell-based, luminescence, CHO-S, Gal4-NCOR/VP16-NR2E3; 360,000 tested, 0.35% active; Photoreceptor-specific nuclear receptor (Homo sapiens), Q9Y5X4; inhibition of corepressor binding, % at 3.98 µM; luciferase; AID 602229, 2012;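 active = inhibition above the mean of all tested compounds plus 3 SD, cut at about 70% in these data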;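 also: 0% = DMSO with NR2E3 transfected cells and 100% = cells lacking NR2E3 construct; higher means lower luciferase signal from less NR2E3 corepressor binding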
# PDI turbidity = inhibitors of human PDI, primary screen, biochemical, turbidity, single point, plate reader; AID 588391, 2011; Protein disulfide-isomerase (Homo sapiens), P07237; inhibition, % at 10 µM; PDI insulin aggregation turbidity, A650, 90 min; 350,000 tested, 0.052% active;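 active = mean inhibition across replicates of 30% or more, whatever share of single replicates reach that level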;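 also: absorbance from insulin aggregation driven by PDI reduction with DTT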
# Target sequence (P07237 whole entry, looked up): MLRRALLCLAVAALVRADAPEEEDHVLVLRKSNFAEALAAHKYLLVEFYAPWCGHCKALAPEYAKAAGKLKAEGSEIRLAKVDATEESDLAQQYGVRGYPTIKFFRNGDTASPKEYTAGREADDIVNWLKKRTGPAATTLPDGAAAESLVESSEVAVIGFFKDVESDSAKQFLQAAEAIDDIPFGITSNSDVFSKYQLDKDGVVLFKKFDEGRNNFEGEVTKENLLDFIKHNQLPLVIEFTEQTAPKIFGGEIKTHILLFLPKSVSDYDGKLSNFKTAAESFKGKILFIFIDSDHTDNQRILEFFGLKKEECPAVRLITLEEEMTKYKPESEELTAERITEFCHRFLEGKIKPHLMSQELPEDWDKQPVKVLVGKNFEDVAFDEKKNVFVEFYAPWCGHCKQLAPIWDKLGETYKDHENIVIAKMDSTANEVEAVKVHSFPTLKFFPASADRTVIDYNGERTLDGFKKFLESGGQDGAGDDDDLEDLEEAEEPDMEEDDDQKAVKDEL
# iPSC survival up = enhancers of single-cell hiPSC survival, primary screen, ATPlite luminescence | 100% = ROCK inhibitor wells, 0% = DMSO | survival enhancement, % at 20 µM | 360,000 tested, 0.044% active; in the data active = survival enhancement above about 18%;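 also: cells exposed to compounds for 16 hours before the ATP read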
# MITF TRPM1 inh = inhibitors of MITF-dependent TRPM1 promoter reporter, primary screen, cell-based, SK-MEL-5, single point, luciferase. SK-MEL-5 TRPM1 promoter luciferase, 24 h. 330,000 tested, 0.83% active. AID 488899, 2010. inhibition, % at 12.5 µM;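 active = mean inhibition across replicates of 60% or more, whatever share of single replicates reaches that level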; also: values of inactives mirror those of a sister screen read the other way
# * hit, by the source's call; . = no result given.
# The line under a structure holds: Exocytosis inh	CaV13 ICDI inh	Vif inh	Peg3 promoter	HIF-2a block	aDG glyco act	NR2E3 ag-1	NR2E3 ag-2	PDI turbidity	iPSC survival up	MITF TRPM1 inh
CN(C)CC1CCCCC1OC(=O)c1ccc(Cl)c(Cl)c1 (stereo not given)
    -3	-19	-6	10	21	-0.2	-4	23	-2	-0.2	15
Cc1oc(-c2ccc(F)cc2F)nc1CN1C[C@@H]2C[C@@H](C1)c1cccc(=O)n1C2
    -8	-1	.	10	21	-0.1	2	-5	-7	-2.5	11
CCCCn1c(=O)c(C(=O)Nc2ccccn2)c(O)c2ccccc21
    -6	2	10	17	16	0.6	2	-13	-6	-0.7	-1
COc1ccccc1-n1c(O)c(/C=C2\C=Nc3ccccc32)c(=O)[nH]c1=O
    -20	-25	-3	24	35	0.0	2	-4	7	-0.1	12
CCCCCCn1c(=O)c(C(=O)Nc2c(C)n(C)n(-c3ccccc3)c2=O)c(O)c2ccccc21
    6	-4	3	24	3	0.1	1	-7	1	1.3	-3
CCC1C(C#N)=C(N)Oc2c1c(=O)oc1ccccc21 (stereo not given)
    12	-18	12	2	9	0.1	1	-5	1	2.0	17
COc1ccc(CCC(=O)NCCc2cnc[nH]2)cc1
    -3	-3	1	12	-3	0.0	0	-22	10	-0.2	-2
Clc1ccc2c(N3CCNCC3)ccnc2c1
    1	-4	4	-20	15	-0.2	0	-14	1	-0.6	3
O=C1NC(=O)C(Nc2ccccc2)C(=O)N1
    -4	-13	-5	-12	-12	-0.1	.	3	13	-1.3	-2
O=C1NC(=S)N(C2CC2)C(=O)/C1=C/c1ccc2c(c1)CCN2CCCCl
    -1	-5	-2	-1	19	0.2	-5	-19	5	-1.8	9
COC(=O)C1=C(c2c(C)noc2C)C[C@@H]2CC[C@H]1N2C(=O)NC1CC1
    -2	-5	-3	-4	0	0.2	2	-10	-4	-2.7	-3
CCn1c(=O)cc(OCC(=O)N2CCC3(CC2)OCCO3)c2ccccc21
    -2	-4	-4	-1	-6	-0.5	2	-6	6	12	5
CC(Cc1ccccc1)[n+]1cc(/N=C(\[O-])N(C)C)on1 (stereo not given)
    -1	.	24	-4	-16	0.0	-7	8	4	2.4	-7
Cc1ccnc(-n2c(C)cc(/C=C3\C(=O)NC(=S)N(C)C3=O)c2C)c1
    11	-3	-2	13	3	0.1	2	-12	-9	-0.1	0
Cc1cc(Cl)ccc1OC(C)C(=O)O (stereo not given)
    -4	-5	-10	-4	4	-0.1	4	3	6	-0.5	-3
CN[C@@H](C)[C@@H](O)c1ccccc1
    2	-5	-3	1	2	0.1	-5	7	-3	-1.0	-13
CN1C(=O)N(C)C(=O)C2(Sc3ccccc3C2=O)C1=O
    2	-7	-11	14	5	0.2	4	6	6	3.0	-6
COc1ccc(C(=O)N2Cc3cnnn3-c3ccccc3C2C#N)cc1 (stereo not given)
    -1	-6	.	-2	0	-0.1	.	-4	-1	0.1	-6
Cc1ccc(-n2c(O)c(/C=N/c3ncc(Br)cc3Br)c(=O)[nH]c2=O)cc1
    0	-4	-5	34	14	0.3	3	-22	5	0.2	-17
CN1CCC2(O)OCCCC2C1 (stereo not given)
    -16	-18	.	8	14	-0.1	-2	-11	-3	-0.3	-5

# Some of the entries so far, as tab-separated lines.
SMILES	Exocytosis inh	CaV13 ICDI inh	Vif inh	Peg3 promoter	HIF-2a block	aDG glyco act	NR2E3 ag-1	NR2E3 ag-2	PDI turbidity	iPSC survival up	MITF TRPM1 inh
CC(Cc1ccccc1)[n+]1cc(/N=C(\[O-])N(C)C)on1 (stereo not given)	-1	.	24	-4	-16	0.0	-7	8	4	2.4	-7
Cc1ccnc(-n2c(C)cc(/C=C3\C(=O)NC(=S)N(C)C3=O)c2C)c1	11	-3	-2	13	3	0.1	2	-12	-9	-0.1	0

# Next section.
# The line under a structure holds: Exocytosis inh	CaV13 ICDI inh	Vif inh	Peg3 promoter	HIF-2a block	aDG glyco act	NR2E3 ag-1	NR2E3 ag-2	PDI turbidity	iPSC survival up	MITF TRPM1 inh
CCOc1cc(C(=O)N2CCC3(CC2)OCCO3)cc(OCC)c1OCC
    3	-7	11	5	10	0.0	3	-4	0	0.5	2
C=CCN1C(=O)NC(=O)/C(=C/c2ccoc2)C1=O
    0	-4	7	2	17	0.1	0	-29	8	-1.3	-1
Cc1ccc(C2(O)CCN3CCCCC32)cc1 (stereo not given)
    1	-4	4	-2	4	0.1	0	-23	-10	0.8	3
C[N+]1(C)CCOC(O)(c2ccc(-c3ccc(C4(O)C[N+](C)(C)CCO4)cc3)cc2)C1 (stereo not given)
    1	-5	-5	-2	9	0.0	-3	-33	-4	-1.9	-5
CCC(=NCCCO)c1c(O)n(-c2ccc(OC)cc2)c(=O)[nH]c1=O
    1	.	.	13	6	-0.1	0	0	-1	9.1	-14
COC(=O)c1cccc(N=Cc2c(O)n(Cc3ccc(F)cc3)c(=O)[nH]c2=O)c1
    -2	-3	-5	20	20	0.1	-1	-9	-2	1.2	.
COC(=O)C1=C(c2cc3ccccc3s2)C[C@@H]2CC[C@H]1N2C(=O)NCc1ccc(F)cc1
    -3	-5	-3	22	9	0.2	1	-13	3	-3.1	5
O=P1(NCCCl)OCCC(OO)N1CCCl (stereo not given)
    -7	-12	.	.	12	-0.3	.	10	.	2.1	.
CC(=O)O[C@@]12CO[C@@H]1C[C@H](O)[C@@]1(C)C(=O)[C@H](O)C3=C(C)[C@@H](O)C[C@@](O)([C@@H](OC(=O)c4ccccc4)C12)C3(C)C (stereo not given in full)
    -1	.	-9	18	-32	0.0	2	-52	.	0.7	18
CCC1(CC)C(=O)C=CNC1=O
    -5	-4	-3	-7	3	0.0	0	5	2	2.2	-4
C=CCn1c(O)c(C=Nc2ccc(N(CC)CC)cc2)c(=O)[nH]c1=O
    -6	-12	-1	6	-2	0.2	2	-7	7	1.3	6
O=C(Nc1nccs1)C(Cl)(Cl)Cl
    0	5	-3	5	-1	-0.2	4	18	-5	1.0	-3
CC(C)c1ccc(C2N3CCCN23)cc1 (stereo not given)
    5	-5	-5	-12	-15	-0.4	3	16	1	2.5	-5
Cc1cc2ccccn2c1C(C[N+](=O)[O-])c1c(F)cccc1Cl (stereo not given)
    32	-2	16	39	28	0.2	2	3	1	-0.4	7
CCCCn1c(O)c(C(CC)=NCc2ccc3c(c2)OCO3)c(=O)[nH]c1=O
    1	-4	.	25	29	2.8	1	25	4	-0.4	-4
CC12CCC(=O)C=C1CC(O)C1C2CCC2(C)C1CCC2(C)O (stereo not given)
    2	-6	-8	11	9	-0.3	.	-15	-2	-0.4	-5
CCOC(=O)c1c(-n2c(C)cc(C=C3C(=O)NC(=S)NC3=O)c2C)sc2c1CCCC2
    2	.	-1	109*	77*	0.0	-3	-3	-2	5.4	64*
COC(=O)C1=C(c2ccc(C(C)=O)cc2)C[C@@H]2CC[C@H]1N2C(=O)N1CCCC1
    -4	-6	2	3	9	-0.3	0	-8	-10	-1.4	-5
CCOC(=O)[C@]12Cc3cc(OC)ccc3[C@H]1N(Cc1ccccc1)C(=O)c1cc(OC)ccc12
    18	-10	.	.	25	-0.2	.	-21	.	-0.8	.
O=c1[nH]c(O)c(C=Nc2ccc(F)c(Cl)c2)c(=O)[nH]1
    -9	-4	-8	1	14	0.0	3	-10	-1	-0.4	-3
Cc1cc(C)[n+](C2C3CC4CC(C3)CC2C4)o1 (stereo not given)
    0	-5	3	4	18	-0.3	0	-14	11	-0.2	8
O=C(c1ccccc1)c1cn(CC(=O)N2CCOCC2)c2ccccc12
    0	1	7	9	5	0.1	-2	-17	-1	-0.9	6
COc1ccccc1N1CCN(CCc2c[nH]c3cc4c(cc23)OCO4)CC1
    -2	-6	2	-13	3	-0.2	.	-7	0	-4.7	16
Cc1nc(Cl)sc1C(=O)Nc1ccc2ccccc2c1
    0	-4	.	-132	-161	0.3	0	4	-2	1.1	-49
Clc1cccc(N2CCNCC2)c1Cl
    1	-5	10	-1	21	0.1	1	-32	3	0.4	-1
Cc1c2cnn(CC(=O)N3CCC4(CC3)OCCO4)c(=O)c2c(C)n1Cc1cccc(Cl)c1
    0	-4	8	-6	4	0.3	1	-22	-5	0.0	3
O=C(CCc1nnc2ccc(NCc3ccccc3)nn12)N1CCC2(CC1)OCCO2
    -5	-14	-1	-4	7	0.2	2	-12	-2	0.0	-3
COC(=O)C1=C(c2ccc(OC(F)(F)F)cc2)C[C@@H]2CC[C@H]1N2C(=O)NCc1ccc(F)cc1
    4	-5	-6	12	6	0.8	-2	-8	4	0.6	7
C[C@]12CCC(=O)C=C1CCC1C2CC[C@@]2(C)C1CC[C@@]2(O)CC#N (stereo not given in full)
    1	.	-10	14	9	-0.2	-2	-3	-5	0.3	-6
CCOC(=O)CSc1ccc(C(=O)N2CCC3(CC2)OCCO3)cc1[N+](=O)[O-]
    -5	-3	-4	11	-18	0.0	4	-4	-3	-0.5	13
CCc1nc2ccccc2c(=O)n1-c1cccc(OC)c1
    -1	-8	-3	8	-32	0.0	2	5	3	-1.1	4
C=C1[C@H]2CC[C@H]3[C@]4(C)C[C@H](O[C@@H]5OC(CO)[C@@H](OSOOO)[C@H](OS(=O)(=O)O)[C@H]5OC(=O)CC(C)C)C[C@@H](C(=O)O)[C@H]4CC[C@]3(C2)[C@H]1O (stereo not given in full)
    -7	-9	1	13	1	-0.1	.	-27	3	-3.0	-10
CC(=O)NN1C(=O)c2ccccc2NC1c1cccnc1 (stereo not given)
    2	-3	-5	5	2	0.0	1	-4	-3	2.4	0
N[C@@H]1CC[C@@]2(O)[C@H]3Cc4ccc(O)c5c4[C@@]2(CCN3CC2CC2)C1O5 (stereo not given in full)
    -1	.	7	-53	7	0.0	.	5	0	5.3	5
COc1cccc(NP(=O)(Oc2ccccc2Cl)Oc2ccccc2Cl)c1
    10	-5	-14	38	13	0.4	3	1	1	-0.6	1
COP(=O)(OC)C(Nc1ccccc1)c1ccccc1 (stereo not given)
    10	-22	-4	3	18	0.0	-2	-35	-3	-0.2	7
Cc1ccc(-c2nc3ccccc3c(=O)n2-c2ccc(O)cc2)cc1
    -2	-4	-3	15	15	0.6	-3	4	5	3.0	0
Cc1c(N=Nc2c(O)[nH]c(=O)[nH]c2=O)c(=O)n(-c2ccccc2)n1C
    4	3	-1	11	10	-0.1	-2	13	2	0.6	0
COC(=O)C(O)(c1ccc(NC(=O)Oc2ccccc2)cc1)C(F)(F)F (stereo not given)
    7	-10	3	-10	-10	0.0	2	-13	-3	-1.2	6

# Some of the compounds tested, so the mix of outcomes need not match the whole.
